ELG1 genotoxic = qHTS screen for small molecules that induce genotoxicity in human embryonic kidney (HEK293T) cells expressing luciferase-tagged ELG1. HEK293T ELG1-luciferase reporter, luminescence, 16 h. Potency, µM (highest dose often 46 µM), for inactives: at the top dose activity change, positive = activation, usual class: activators. 1.3% of 330,000 active; also: potency is read from the fitted curve at half-maximal effect; % of control where 0% means no effect; nearly all actives have a fitted effect of over 60% in size
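Quantitative HTS format in 1536-well plates. HEK293T ELG1-luciferase reporter cells receive test compound and are incubated 16 hr at 37 °C, 5% CO2; ONE-Glo added, 30 min room temperature, then luminescence read.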
NPC1 promoter act = qHTS Assay for NPC1 Promoter Activators | Huh7 NPC1 promoter luciferase reporter, 24 h | Potency, µM (series often up to 9.22 µM), for inactives: at the top dose activation, actives largely listed as activators | 2.4% of 320,000 active;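 also: potency is read from the fitted curve at half-maximal effect; % of control where 0% means no effect; nearly all actives have a fitted effect of over 60% in size; reporter is driven by a mutant NPC1 promoter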
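In 1536-well qHTS, Huh7 cells harboring an NPC1 promoter–luciferase construct received compound for 24 h; activation was quantified by luminescence following luciferase reagent addition.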
PKM2 activator = qHTS Assay for Activators of Human Muscle isoform 2 Pyruvate Kinase; Pyruvate kinase PKM (Homo sapiens), P14618; purified PKM2, Kinase-Glo ATP luminescence, activation; response scale: 0% is enzyme alone, no compound; Potency, µM (series often up to 57.5 µM), for inactives: at the top dose activation, hits mostly activators; 0.34% of 260,000 active; also: potency is read from the fitted curve at half-maximal effect; % is scaled to controls: 0 for no effect and ±100 for the full control effect; nearly all actives have a fitted effect of over 55% in size
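Kinase-Glo luminescence reports ATP generated from ADP (0.1 mM) and PEP (0.5 mM) by purified hPK-M2 after 1 h at room temperature, pH 7.2 imidazole buffer; intermediate enzyme activity allows detecting inhibitors and activators.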
Giardia kill = Small Molecules that selectively kill Giardia lamblia: qHTS; Giardia lamblia trophozoite viability; 0.15% of 340,000 active; AID 540267, 2011; activity change, % at 7.66 µM, hits read low; in the data active = activity change below about -80%; inconclusive = between about -30% and that limit;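 also: parasites exposed to compound for two days anaerobically before the ATP read; % is scaled to controls: 0 for no effect and ±100 for the full control effect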
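Trophozoites 100 cells/well + cpd; 48 hrs, 37 deg C, anaerobic. ATPLite 1-Step added, 15-30 min RT, luminescence read (ATP-based viability).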
Rab9 promoter act = qHTS Assay for Rab9 Promoter Activators. Huh7 Rab9 promoter-luciferase reporter, luminescence, 24 h. Potency, µM (series often up to 9.22 µM), for inactives: at the top dose activation, negative = inhibition, actives largely listed as activators. 2.8% of 320,000 active. AID 485297, 2010; also: potency is read from the fitted curve at half-maximal effect; % of control where 0% means no effect; nearly all actives have a fitted effect of over 60% in size
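Quantitative HTS format; Huh7 Rab9-luciferase reporter cells (1500/well) receive compound 2 h post-plating, incubate 24 h at 37 °C, then get luciferase reagent for 10 min before luminescence reading.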
FLuc counter = qHTS profiling assay for firefly luciferase inhibitor/activator using purifed enzyme and Km concentrations of substrates (counterscreen for miR-21 project); Luciferin 4-monooxygenase (Photinus pyralis), P08659; Potency, µM (series often up to 57.5 µM), inactives show top-dose activity change, negative = inhibition, actives largely listed as inhibitors; 6.9% of 360,000 active; purified FLuc, Km substrates, luminescence inhibition;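 also: potency is read from the fitted curve at half-maximal effect; plate controls were vehicle for no effect and reference inhibitor for full effect; nearly all actives have a fitted effect of over 55% in size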
Target sequence (P08659 whole entry, looked up): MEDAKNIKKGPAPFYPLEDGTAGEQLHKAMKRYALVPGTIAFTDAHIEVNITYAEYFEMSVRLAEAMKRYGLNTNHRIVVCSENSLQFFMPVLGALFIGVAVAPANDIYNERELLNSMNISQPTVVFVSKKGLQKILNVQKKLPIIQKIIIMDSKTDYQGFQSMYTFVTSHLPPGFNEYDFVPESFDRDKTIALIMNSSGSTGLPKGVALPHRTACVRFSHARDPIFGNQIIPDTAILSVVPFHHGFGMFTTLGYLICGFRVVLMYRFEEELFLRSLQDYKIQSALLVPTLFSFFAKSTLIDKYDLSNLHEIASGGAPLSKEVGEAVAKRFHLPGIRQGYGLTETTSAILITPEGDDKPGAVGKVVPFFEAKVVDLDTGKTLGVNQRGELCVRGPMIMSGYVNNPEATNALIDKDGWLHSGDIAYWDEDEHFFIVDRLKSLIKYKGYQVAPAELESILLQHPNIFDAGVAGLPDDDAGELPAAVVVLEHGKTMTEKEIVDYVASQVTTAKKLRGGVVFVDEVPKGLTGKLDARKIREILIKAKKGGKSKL
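Biochemical qHTS of compounds, final roughly 60 µM downward over six points, against 10 nM purified firefly luciferase using Km concentrations of substrates (10 uM D-luciferin, 10 uM ATP) in Tris acetate pH 7.5 buffer; luminescence output.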
p53 reactivator = qHTS assay for re-activators of p53 using a Luc reporter. H1299 p53-A138V BP100-luciferase reporter, luminescence, 24 h. Potency, µM (series often up to 92.2 µM), inactives show at the highest dose activity change, positive = activation, hits mostly activators. 0.063% of 320,000 active; also: potency is read from the fitted curve at half-maximal effect; % of control where 0% means no effect; nearly all actives have a fitted effect of over 45% in size
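p53-null H1299 cells stably carrying temperature-sensitive p53-A138V and a BP100-luciferase reporter were pinned with compounds (4-point, 1:5 series) and held 24 hrs at 37 deg C. Luminescence was read 10 min after detection reagent.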
Gal4-VP16 FLuc = VP16 counterscreen qHTS for inhibitors of ROR gamma transcriptional activity; Drosophila S2 Gal4-VP16 UAS-luciferase, luminescence, 20 h; Potency, µM (top dose mostly 53.6 µM), without a hit: at the highest dose activity, negative = inhibition, hits mostly inhibitors; 3.5% of 310,000 active;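 also: Gal4-VP16 expression switched on by copper sulfate through the metallothionein promoter; potency is read from the fitted curve at half-maximal effect; % is scaled to controls: 0 for no effect and ±100 for the full control effect; nearly all actives have a fitted effect of over 50% in size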
BRCA1 expr up = qHTS Assay to Identify Small Molecule Activators of BRCA1 Expression; MCF7-BRCA1-FFLuc reporter, luminescence, 48 h; response scale: scaled: vehicle 0%, 10 µM genistein 100%; Potency, µM (highest dose often 46.1 µM), without a hit: at the top dose activation, most hits filed as activators; 1.1% of 380,000 active; AID 624202, 2012; also: potency is read from the fitted curve at half-maximal effect; nearly all actives have a fitted effect of over 80% in size; some results filed as inactive show a strong effect at the top dose
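Cells: MCF7-BRCA1-FFLuc, 2000/well. Exposure: 48 h, 37 °C, 5% CO2. Read: luminescence, 15 min post-substrate. Controls: genistein 10 microM (maximal activation), DMSO (neutral).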
RORg inh = qHTS for inhibitors of ROR gamma transcriptional activity; Nuclear receptor ROR-gamma (Mus musculus), P51450; Drosophila S2 Gal4-RORgamma UAS-luciferase reporter, 20 h; Potency, µM (highest dose often 53.6 µM), for the others: at the top dose activity change, negative = inhibition, most hits filed as inhibitors; 5.4% of 310,000 active; AID 2551, 2010; also: potency is read from the fitted curve at half-maximal effect; % is scaled to controls: 0 for no effect and ±100 for the full control effect; nearly all actives have a fitted effect of over 60% in size
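Luciferase reporter read in Schneider cells carrying Gal4-RORγ (mouse) and UAS-Photinus luciferase; cells given compound 1 h before 700 uM copper sulfate induction, then incubated 20 h at ambient temperature.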
Menin MLL FP TR = qHTS Assay for Inhibitors Targeting the Menin-MLL Interaction in MLL Related Leukemias: Competition With Texas Red Labeled MLL-derived Mutant Peptide; O00255; Menin + Texas Red MLL mutant peptide, fluorescence polarization; Potency, µM (top dose mostly 61.6 µM), for inactives: at the highest dose FP activity change, negative = inhibition, usual class: inhibitors; 0.23% of 270,000 active; active = well fitted inhibition curve with a large enough effect in the polarisation, with a control signal flat, not every such curve was filed as active; inconclusive = small, poorly fitted or top-dose-only effect, or effect the other way, or a change in a side signal; inactive = no such curve, though single readings can be large or run the other way; the % refers to the polarisation; also: potency is read from the fitted curve at half-maximal effect; % of control where 0% means no effect; many of its hits are not listed in these tables
The depositor's hits bear a star; ? = inconclusive; . = no result given; & = joins results of further samples; [ ] = dose if it differs, or a comment. Unless noted, calls follow the shape of the dose curve; as a rule, active = well fitted curve in the direction sought with a large enough effect; inconclusive = small, poorly fitted or top-dose-only effect, or another doubt; inactive = no such curve, though single readings can be large; an effect the other way counts as inactive or inconclusive. These rows are one share of the data; count on the stated rates, not on these rows.

SMILES,ELG1 genotoxic,NPC1 promoter act,PKM2 activator,Giardia kill,Rab9 promoter act,FLuc counter,p53 reactivator,Gal4-VP16 FLuc,BRCA1 expr up,RORg inh,Menin MLL FP TR
O=C(c1cccnc1)N1CCN(C(=O)c2ccccc2F)CC1,-4%,-2%,-1%,27,4%,0%,0%,-11%,1%,-4%,9%
CC(=O)Oc1ccc(-n2c(=O)c3ccccc3c3ccccc3c2=O)cc1,3%,-8%,0%,-12,-9%,2%,14%,-4%,-25%,7%,13%
Cc1c(Cl)cccc1N=c1c([N+](=O)[O-])nn(-c2ccccc2)n1O,-2%,6%,-13%,?,9%,1%,?,-10%,-79%,-8%,?
CCOC(=O)c1cc(=O)n(-c2ccc(Cl)cc2C)[nH]1,-2%,1%,10%,-24,-2%,5%,-7%,-4%,-2%,19%,21%
Cc1ccc(Sc2ccc(NC(=O)CCl)cc2)cc1C,11%,-5%,9%,1,1%,-7%,-2%,?,-13%,?,19%
COc1cc(OC)cc(-c2c(-c3ccc(F)cc3)c3cc(-c4cnc(OC)nc4)ccc3n2C)c1,-2%,-8%,.,-19,0%,0%,-4%,.,-15%,.,.
COc1cc(CN2CCC(CO)(CCOc3ccccc3)CC2)cc(OC)c1,-6%,0%,-3%,-2,-3%,-2%,3%,4%,-7%,-3%,.
N#CC1(NC(=O)CSc2nnc(-c3ccccc3F)n2N)CCCCC1,-2%,-2%,.,2,3%,1%,-8%,.,-4%,.,.
Nc1nc(F)cc(NCc2ccccc2)n1,26%,0%,0%,7,-4%,3%,6%,-3%,38%,6%,0%
Brc1cccc(CNCc2cccs2)c1,7%,-5%,-2%,-4,2%,?,20%,5%,34%,22%,22%
O=C(COC(=O)c1cc([N+](=O)[O-])ccc1N1CCOCC1)c1ccccc1Cl,2%,2%,7%,10,-3%,-7%,-8%,-3%,6%,16%,.
O=C(O)C(c1ccccc1)N1C(=O)/C(=C\c2ccc(-c3ccc(Br)cc3)o2)SC1=S (centres undefined),0%,-4%,.,-23,0%,3%,-3%,-2%,-3%,7%,?

The final 3 records of the section before come first, to join the parts:
SMILES,ELG1 genotoxic,NPC1 promoter act,PKM2 activator,Giardia kill,Rab9 promoter act,FLuc counter,p53 reactivator,Gal4-VP16 FLuc,BRCA1 expr up,RORg inh,Menin MLL FP TR
Brc1cccc(CNCc2cccs2)c1,7%,-5%,-2%,-4,2%,?,20%,5%,34%,22%,22%
O=C(COC(=O)c1cc([N+](=O)[O-])ccc1N1CCOCC1)c1ccccc1Cl,2%,2%,7%,10,-3%,-7%,-8%,-3%,6%,16%,.
O=C(O)C(c1ccccc1)N1C(=O)/C(=C\c2ccc(-c3ccc(Br)cc3)o2)SC1=S (centres undefined),0%,-4%,.,-23,0%,3%,-3%,-2%,-3%,7%,?
Cc1cc(O)c(-c2ccno2)cc1Cl,-2%,1%,1%,-7,-2%,4%,-11%,4%,-25%,29%,3%
COCCN1C=C(C(=O)OC)C(c2ccccc2Cl)C(C(=O)OC)=C1,-6%,-5%,-2%,-11,-2%,2%,-1%,-6%,-17%,26%,-15%
COc1ccc2o/c(=N\O)c(C(=O)Nc3ccccc3OC)cc2c1,-3%,-1%,20%,-6,-2%,?,16%,?,15%,2.8µM*,.
O=C(Nc1ccc(S(=O)(=O)Nc2nccs2)cc1)C1CC(=O)N(c2ccc(Cl)cc2)C1 (centres undefined),0%,-5%,.,0,-1%,3%,-3%,0%,0%,1%,.
COc1ccccc1C(=O)Nc1ccnn1C1CCN(Cc2ccccc2OCCO)CC1,0%,-3%,4%,2,8%,1%,?,2%,-10%,-14%,?
CN(C)/C=C/C1=C([N+](=O)[O-])C(c2cccc([N+](=O)[O-])c2)NC(=O)N1 (centres undefined),-3%,1%,1%,0,0%,3%,7%,1%,-19%,3%,.
COc1ccc(NC(=O)CCCNC(=O)Cn2cnc3sc(C)c(C)c3c2=O)cc1Cl,3%,-3%,-1%,4,1%,0%,-8%,-11%,4%,-13%,-17%
COc1ccc(C2=CC(c3cccc(OC)c3)n3nnnc3N2)cc1 (centres undefined),2%,1%,1%,?,-2%,-2%,-12%,?,-19%,-5%,0%
CCC[C@H](CN[C@@H](CNC)[C@H](C)CC)NCCc1cc(C(F)(F)F)cc(C(F)(F)F)c1,-12%,-6%,-6%,-16,-7%,-1%,.,?,-69%,?,-4%
Cc1ccc(NC(=O)C2CC(=O)N/C(=N/N=C/c3ccco3)S2)cc1 (centres undefined),1%,-2%,4%,-20,1%,6%,3%,-5%,-2%,-34%,-25%
Cn1c(SCC(=O)C(C)(C)C)nnc1-c1ccccn1,14%,12%,-16%,-13,2%,2%,14%,15%,-1%[1.84 µM],32%,-3%
Cc1cccc(-n2c(Cc3ccccc3)nnc2SCC(=O)N2CCOCC2)c1,2%,4%,?,30,5%,-3%,-8%,6%,0%,-4%,-9%
O=C(N/N=C/c1cccs1)c1n[nH]c2c1CCCC2,?,?,-12%,-8,0.1µM*,0.85µM*,-6%,7.9µM*,-79%[inhibitor],5µM*,.
Cc1nn(-c2cccc3cccnc23)c(=O)c2ccccc12,4%,-1%,1%,10,-6%,-3%,3%,-2%,-18%,-2%,.
Clc1ccccc1-c1ccc2ncnc(NCc3cccs3)c2c1,0%,-6%,.,-4,-1%,3%,-2%,.,-26%,.,.
COc1cc(/C=N/NC(=O)c2cccc(NC(=O)c3ccccc3)c2)ccc1O,-8%,16%,-1%,-9,20%,9.5µM*,4%,12%,-29%,?,?
CCOC(=O)c1[nH]c(C)c(C(=O)N2CCN(C(=O)c3ccco3)CC2)c1C,5%,-6%,-1%,1,0%,1%,6%,0%,-1%,-2%,-2%
O=C(Cc1ccccc1)Nc1ccc(NC(=O)c2ccc(Br)cc2)cc1,0%,-1%,2%,30,2%,0%,.,21%,-2%,9%[1.91 µM],?
Cn1c(SCC(=O)NC(=O)Nc2ccccc2)nnc1-c1ccncc1,0%,2%,1%,-7,-3%,-22%,3%,6%,-2%,14%,.
O=C(CN1c2ccccc2S(=O)(=O)c2ccccc21)Nc1ccccc1F,0%,-2%,.,-4,-1%,-1%,-6%,2%,5%,31%,.
O=C(O)c1ccc(S(=O)(=O)N[C@@H](Cc2ccc(O)cc2)C(=O)O)cc1,.,-1%,.,.,2%,-4%,.,-15%,.,-1%,40%[activator]
CCOC(=O)c1cc2c(C(F)(F)F)cc(-c3cccnc3)nc2o1,-4%,0%,0%,-1,1%,2%,-3%,0%,-6%,-37%,4%
COc1cccc(OCCSc2nc(C)c(Cc3ccccc3)c(=O)[nH]2)c1,0%,0%,-4%,-16,-2%,-15%&-3%,-5%,-16%,-24%,-21%,-7%
Cc1cc(C(=O)NCc2ccccc2Cl)n(-c2ccccc2)n1,2%,-3%,1%,-21,9%,3%,-5%,-11%,-8%,18%,.
CC(C)CN(C(=O)C1CCCO1)C1CCS(=O)(=O)C1 (centres undefined),2%,-1%,.,-19,0%,-2%,-1%,.,8%,.,.
Cc1ccc(Nc2nnc(-c3ccncc3)s2)c(Br)c1,-8%,-3%,-6%,16,8%,?,-23%,5%,4%,-24%,22%

Compound activity deposited in PubChem BioAssay by National Center for Advancing Translational Sciences (NCATS).
